D1 ag – activates the human D1 dopamine receptor; P21728; HEK293 T-REx D1 cells, calcium flux, agonist mode; activation, % at 2 µM; actives 1% (n = 360,000); AID 504660; in the data active = activation above about 30%; also: 0% is about no effect
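Inducible HEK293 T-REx D1 cells, force-coupled to calcium signalling, were plated at 4000 cells/well with tetracycline and held overnight at 30 C. After no-wash calcium dye loading, compound-evoked calcium rise over 180 s flagged agonists.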
D1 PAM – potentiators of human D1 dopamine receptor | HEK293 TREx D1 cells, calcium flux, dopamine EC20 potentiation | potentiation, % at 10 µM | actives 0.036% (n = 360,000); in the data active = potentiation above about 30%; also: 0% is about no effect
Vif-APOBEC3G blk – Vif-A3G binding inhibition; Q9HC16; HeLa A3G-eYFP + Vif (tagged APOBEC3G with the HIV-1 protein that degrades it), YFP fluorescence, overnight; Potency, µM (series often up to 46.1 µM), without a hit: top-dose activity, negative = active, most hits filed as inhibitors; actives 0.076% (n = 410,000); AID 602310;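 also: potency is read from the fitted curve at half-maximal effect; % is scaled to controls: 0 for no effect and ±100 for the full control effect; nearly all actives have a fitted effect of over 60% in size; hits raise eYFP signal because A3G escapes Vif-driven loss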
Target sequence (Q9HC16 whole entry, looked up): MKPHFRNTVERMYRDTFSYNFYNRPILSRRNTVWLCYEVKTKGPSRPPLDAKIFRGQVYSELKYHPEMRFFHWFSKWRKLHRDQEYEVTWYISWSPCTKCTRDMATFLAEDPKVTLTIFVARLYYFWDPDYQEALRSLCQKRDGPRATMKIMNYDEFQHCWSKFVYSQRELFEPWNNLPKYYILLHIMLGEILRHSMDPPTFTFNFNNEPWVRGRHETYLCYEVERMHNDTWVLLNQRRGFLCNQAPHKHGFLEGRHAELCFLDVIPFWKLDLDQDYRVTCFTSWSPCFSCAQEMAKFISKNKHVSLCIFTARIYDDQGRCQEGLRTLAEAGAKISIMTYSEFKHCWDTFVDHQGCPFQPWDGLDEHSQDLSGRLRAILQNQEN
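Read-out is eYFP fluorescence (Ex 488/Em 500-530) from Vif-expressing HeLa A3G-eYFP cells; more signal means A3G escaped Vif-mediated degradation. Cells plated overnight, compound pinned in, incubated overnight at 37 deg C.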
RXFP1 antag – antagonists of human relaxin receptor RXFP1; activity change, negative = inhibition, % at 57.5 µM; Q9HBX9; actives 0.59% (n = 350,000); HEK293-RXFP1, relaxin-stimulated cAMP HTRF, 30 min; stronger effect = lower value; AID 1259400;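 active = activity change of -60% or lower, but not beyond a set lower limit; inconclusive = change between -60% and -40%, or beyond the set limit; inactive = change above -40%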; also: % is scaled to controls: 0 for no effect and ±100 for the full control effect
GRP78 ERSR act – ER stress response induction in glioma. U87-MG GRP78 promoter luciferase reporter, 16 h. Potency, µM, inactives show top-dose activation, usual class: activators. actives 0.02% (n = 420,000). AID 602332; also: potency is read from the fitted curve at half-maximal effect; series mostly up to about 76 µM; % of control where 0% means no effect; nearly all actives have a fitted effect of over 35% in size
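Stably transfected U87-MG glioma cells carrying a GRP78-based luciferase sensor; 16 h compound incubation. Luminescence end-point read 10 min after Bright-Glo addition at room temperature.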
Vif-APOBEC3F blk – blocks the Vif interaction with APOBEC3F | HeLa A3F-eYFP + Vif (tagged APOBEC3F with the HIV-1 protein that degrades it), YFP fluorescence increase | Potency, µM (top dose mostly 46.1 µM), for the others: at the top dose activity, negative = active | actives 0.2% (n = 390,000) | AID 602313; also: potency is read from the fitted curve at half-maximal effect; % of control where 0% means no effect; nearly all actives have a fitted effect of over 65% in size
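HeLa cells stably expressing A3F-eYFP plus Vif, plated and incubated overnight at 37 deg C, then exposed to compounds overnight at 37 deg C. Blocked degradation read as raised yellow fluorescence (Ex 488/Em 500-530).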
D1 antagonist – blocks dopamine activation of the human D1 receptor | actives 3.2% (n = 360,000) | P21728 | activity change, negative = inhibition, % at 10 µM | HEK293 TREx D1 cells, calcium flux, dopamine EC80; stronger effect = lower value; in the data active = activity change below about -30%; also: % is scaled to controls: 0 for no effect and ±100 for the full control effect
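Kinetic fluorescence of a calcium dye serves as the read-out. D1-expressing Hek293 Trex cells, induced overnight at 30 C, are exposed to compound for 180 s before an EC80 dopamine addition, then read 180 s further.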
RXFP1 agonist – activates the human relaxin receptor RXFP1; Potency, µM (titrated, usually from 57.5 µM), inactives show at the highest dose activation, actives largely listed as activators; HEK293T-RXFP1 cAMP TR-FRET, 30 min; response scale: percent of porcine relaxin response, buffer zero; actives 0.3% (n = 370,000); also: potency is read from the fitted curve at half-maximal effect; % is scaled to controls: 0 for no effect and ±100 for the full control effect; nearly all actives have a fitted effect of over 60% in size; many of its hits are not listed in these tables
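HEK293T cells stably expressing RXFP1 were pretreated with the PDE4 inhibitor Ro 20174, exposed to compounds for 30 min at 37C, lysed, and cAMP was read by TR-FRET. Data normalized to buffer (basal) and 29 nM porcine relaxin (100%).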
D2 PAM – D2 dopamine receptor (human) potentiation. actives 0.34% (n = 340,000). AID 485347. HEK293 T-REx D2, calcium flux, EC20 dopamine potentiation. P14416. potentiation, % at 10 µM;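 active = potentiation over 3 SD above the plate norm, cut at about 30% in these data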; also: 0% is about no effect
Target sequence (P14416 whole entry, looked up): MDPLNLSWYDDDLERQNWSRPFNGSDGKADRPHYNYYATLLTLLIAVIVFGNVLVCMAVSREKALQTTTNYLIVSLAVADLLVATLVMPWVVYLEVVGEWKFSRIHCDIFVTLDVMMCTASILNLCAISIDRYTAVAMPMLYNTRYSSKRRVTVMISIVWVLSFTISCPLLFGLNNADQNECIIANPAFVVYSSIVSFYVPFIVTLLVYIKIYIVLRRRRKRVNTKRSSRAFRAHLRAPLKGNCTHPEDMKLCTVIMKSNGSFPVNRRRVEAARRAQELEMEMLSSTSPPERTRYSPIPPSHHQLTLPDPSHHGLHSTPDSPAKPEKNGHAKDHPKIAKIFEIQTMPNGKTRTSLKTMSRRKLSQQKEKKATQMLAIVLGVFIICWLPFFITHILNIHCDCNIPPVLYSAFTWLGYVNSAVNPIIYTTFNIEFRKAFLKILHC
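Calcium flux readout, no-wash dye, 1 read/s. Inducible HEK293 Trex D2 line, overnight 30 C. Compound alone 180 s (agonist flags), then EC20 dopamine, another 180 s to score potentiation.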
* = called active by the depositor; ? = inconclusive; · = not tested or not shown; & = joins results of further samples. Unless noted, calls follow the shape of the dose curve; as a rule, active = well fitted curve in the direction sought with a large enough effect; inconclusive = small, poorly fitted or top-dose-only effect, or another doubt; inactive = no such curve, though single readings can be large; an effect the other way counts as inactive or inconclusive. Only part of the results is shown; count on the stated rates, not on these rows.

Results follow in this order: D1 ag	D1 PAM	Vif-APOBEC3G blk	RXFP1 antag	GRP78 ERSR act	Vif-APOBEC3F blk	D1 antagonist	RXFP1 agonist	D2 PAM
- Cc1ccc(CN2CCC[C@]3(N[C@H](c4ccc(C(F)(F)F)cc4)[C@@H]4C(=O)N(Cc5ccccc5)C(=O)[C@@H]43)C2=O)cc1
  ·	·	1%	-4	-1%	-3%	·	·	·
- COC(C(=O)N/N=C(\C)c1ccc(C(C)(C)C)cc1)c1ccccc1 (configuration not stated)
  2	6	-11%	-15	2%	-15%	-14	0.4%	11
- O=[N+]([O-])c1cc(C(F)(F)F)cc([N+](=O)[O-])c1NCc1cccnc1
  0	9	-10%	50	-4%	-9%	2	0.1%	2
- NNC(=O)c1nc[nH]c1C(=O)Nc1ccccc1
  0	-8	-3%	-5	1%	-5%	0	3.4%	·
- CN(C)S(=O)(=O)c1cccc(COc2ccccc2C(=O)Nc2ccccc2)c1
  4	-6	-5%	5	-5%	-3%	-10	1.3%	5
- COc1ccc(-c2cc(C(F)(F)F)n3ncc(C(=O)NCC4CCCO4)c3n2)cc1 (configuration not stated)
  4	-1	-1%	6	-1%	-19%	-1	2.3%	-2
- CC(=O)N1CCc2c(sc3c2c(=O)n(-c2ccccc2)c(=O)n3CC(=O)Nc2cc(C)cc(C)c2)C1
  5	1	-3%	-1	-3%	-24%	-9	0.3%	8
- Cc1ccc(NC(=O)COC(=O)C2CC2)c(Br)c1
  2	-4	-13%	-1	-3%	6%	11	-1.8%	7
- Cc1ccc(S(=O)(=O)NCCC(=O)Nc2nnc(C)s2)cc1
  0	-4	?	2	-4%	5%	-8	0.1%	1
- O=c1[nH]c(Cc2cccc(C(F)(F)F)c2)nc2ccccc12
  2	-2	0%	19	-2%	0%	-1	0.0%	16
- CC(C)CCNC1c2ccccc2C(=O)N1Cc1ccccc1 (configuration not stated)
  3	2	2%	0	-1%	9%	5	3.6%	-1
- CCCCCCCc1c(C)nc(N2CCOCC2)[nH]c1=O
  2	-8	3%	8	-5%	-9%	0	1.1%	5
- O=Cc1c(N2CCCCCC2)nc2ccccn2c1=O
  1	-5	2%	11	-2%	2%	3	3.6%	-16
- CN1C(=O)/C(=C\c2ccccc2F)Sc2ccc(C(=O)NC3CCN(Cc4ccccc4)CC3)cc21
  10	-7	3%	-10	-8%	-8%	-18	0.2%	19
- Clc1cccc(/C=N/Nc2nnc(Cl)c3ccccc23)c1
  4	-2	-1%	-17	2%	-7%	-9	3.0%	·
- COc1ccc(CNC(=O)COC(=O)c2[nH]c(C)c(C(C)=O)c2C)cc1OC
  4	-4	3%	9	-3%	-4%	-25	3.1%	6
- Cc1csc(SC(C)C(=O)Nc2ccc(F)cc2Cl)n1 (configuration not stated)
  ·	·	-4%	-5	-3%	-6%	·	·	·
- CCOC(=O)CC(NC(=O)c1cc2cc(OC)ccc2oc1=O)c1ccc(OC)cc1 (configuration not stated)
  0	1	2%	·	-3%	2%	-4	-0.3%	13
- Cc1cc(-n2c(SCC(=O)Nc3ccc(Br)cc3)nc3n[nH]c(C)c3c2=N)ccc1Cl
  1	-7	-15%	-11	0%	?	-2	?	29
- COC(=O)/C=C(\C)NC(=O)c1ccccc1Cl
  4	-2	-1%	-6	2%	-3%	-1	2.8%	11
- CCCn1c2ccccc2c2cnn(CC(=O)N(C)c3ccc(F)cc3)c(=O)c21
  1	-2	0%	-5	-3%	0%	-2	4.0%	11
- CCc1cccc(C)c1NC(=O)C1CCN(C(=O)c2ccc([N+](=O)[O-])cc2)CC1
  0	0	-2%	-2	0%	-9%	-9	2.0%	-9
- Cc1cc(C)c2oc(-c3cccc(NC(=O)COc4ccc([N+](=O)[O-])cc4)c3)nc2c1
  2	0	7%	-3	0%	-20%	5	1.4%	-9
- O=C(CN(CCc1ccccc1)C(=O)Cn1nnc(-c2cccs2)n1)NCc1ccco1
  5	-1	-3%	-13	-4%	1%	-10	-0.4%	-27
- Cc1cc(NC(=O)CSC2=NS(=O)(=O)c3cc(Cl)ccc3N2)no1
  3	-9	1%	5	-3%	-1%	-9	-2.3%	-18
- CCOC(=O)CN1C(=O)C(CC)Oc2ccccc21 (configuration not stated)
  0	-7	1%	13	1%	-9%	-6	-0.2%	9
- Cc1ccc2[nH]c(=O)c(CN(Cc3nnnn3C3CCCC3)C3CCCCC3)cc2c1
  1	-6	3%	-11	-3%	-2%	4	-2.2%	·
- CNC(=O)c1ccc2cc(OC)c(OC)cc2c1
  ·	·	4%	2	0%	6%	·	·	·
- CCOC(=O)c1cnn(-c2cc(C(C)(C)C)nc3c(-c4ccccc4)c(C)nn23)c1N
  1	-2	0%	9	-3%	-6%	-3	0.6%	3
- O=C(C1CC=CCC1)N1CCC(CO)(Cc2ccc(Cl)cc2)CC1 (configuration not stated)
  0	3	1%	1	-4%	3%	0	0.6%	-5

Random excerpt: two compounds from above
Results follow in this order: D1 ag	D1 PAM	Vif-APOBEC3G blk	RXFP1 antag	GRP78 ERSR act	Vif-APOBEC3F blk	D1 antagonist	RXFP1 agonist	D2 PAM
- CNC(=O)c1ccc2cc(OC)c(OC)cc2c1
  ·	·	4%	2	0%	6%	·	·	·
- CCCn1c2ccccc2c2cnn(CC(=O)N(C)c3ccc(F)cc3)c(=O)c21
  1	-2	0%	-5	-3%	0%	-2	4.0%	11

(further entries)
Results follow in this order: D1 ag	D1 PAM	Vif-APOBEC3G blk	RXFP1 antag	GRP78 ERSR act	Vif-APOBEC3F blk	D1 antagonist	RXFP1 agonist	D2 PAM
- O=C(O)CC1(CC(=O)Nc2ccc(F)cc2F)CCCCC1
  2	-2	-2%	-11	-2%	-1%	-10	4.6%	-12
- Cc1cc(C)cc(OCC(=O)N2Cc3ccccc3CC2C(=O)O)c1 (configuration not stated)
  2	-7	-4%	-6	0%	2%	4	-1.9%	-2
- COC(=O)c1cccc(NC(=O)N(C)CCc2c(C)nn(C)c2C)c1
  -1	0	2%	·	3%	2%	-1	2.0%	1
- O=C(CN1C(=O)CSc2ccc(S(=O)(=O)N3CCCCC3)cc21)NCc1ccccc1Cl
  6	-5	1%	-17	-4%	0%	-6	1.8%	-2
- CCOC(=O)c1ccc(S(=O)(=O)N2CCN(C(=O)c3nn(C)c(=O)c4ccccc34)CC2)cc1
  -2	-2	-3%	5	-2%	7%	8	2.8%	8
- O=S(=O)(NCc1ccc(Cl)cc1)c1ccc(N2CCCCS2(=O)=O)cc1
  20	-1	3%	0	0%	-10%	-35*	0.9%	6
- COc1ccc(S(=O)(=O)Nc2nc3ccccc3nc2Nc2ccc3c(c2)OCO3)cc1
  2	-5	·	·	·	·	5	0.8%	0
- CCOC(=O)C1CCN(C(=O)CCC(=O)NCCc2ccc(Cl)cc2)CC1
  -2	-3	4%	4	-2%	13%	-9	-2.8%	-4
- COc1ccc2cnn(-c3ccccc3)c(=O)c2c1OC
  3	0	-4%	2	1%	4%	-1	-0.1%	·
- O=C(N/N=C/c1ccoc1)c1ccccc1F
  8	4	-3%	5	4%	1%	0	-0.4%	12
- CCn1c(C)nc2cc(C(=O)NNC(=O)[C@@H](NC(=O)c3cc(OC)cc(OC)c3)C(C)C)ccc21
  ·	·	-5%	-13	-2%	-2%	·	·	·
- CC(=O)N/C(=C\c1ccc(C)cc1)C(=O)O
  4	-3	2%	1	0%	2%	-14	-1.9%	-1
- CCOC(=O)c1c(NC(=O)Cn2c(C)nc3ccccc32)sc2c1CCC2
  6	-4	1%	-18	-2%	-3%	3	0.3%	1
- CC1CCN(C(=O)CCc2nnc3ccc(NCCCN4CCCC4=O)nn23)CC1
  0	-5	5%	10	-2%	9%	6	?	·
- CCOc1ccc2c(c1)S/C(=C\c1cccs1)C(=O)N2
  8	-5	?	-4	7%	?	4	-0.2%	16
- Cc1cccc(N(Cc2ccccc2)C(=O)CN2C(=O)NC3(CCCCC3C)C2=O)c1 (configuration not stated)
  2	1	2%	-5	-7%	-4%	7	1.9%	12
- COC(=O)c1cc(Br)c(=O)n(-c2ccc(C(C)=O)cc2)c1
  2	-7	·	·	·	·	-1	5.9%	3
- C[n+]1ccccc1C1CCCC/C1=N\NC(N)=S (configuration not stated)
  2	-4	-5%	-1	3%	-3%	2	1.7%	-6
- Cc1cccn2c(=O)c3cc(C#N)c(=NC(=O)c4ccccc4)n(Cc4ccco4)c3nc12
  ·	·	0%&-2%	-26&7	0%&-2%	-5%&1%	·	·	·
- CCOc1ccc(NC(=O)Cn2cc(C(=O)c3ccccc3)c(=O)c3cc4c(cc32)OCCO4)cc1
  7	-1	1%	·	-2%	-1%	7	?	17
- c1ccc(Oc2cccc(CN3CCOCC3)c2)cc1
  3	-2	5%	-4	1%	-2%	0	0.4%	·
- COC(=O)c1[nH]c2cccc(OC)c2c1NC(=O)CCN1CC(C)CC(C)C1 (configuration not stated)
  1	0	0%	-12	-5%	0%	-1	-0.9%	-12
- Cc1ccc(OCCCCNC2CCCCC2)c(C)c1
  57*	-5	1%	-21	-4%	4%	-19	2.3%	·
- CCc1[nH]nc(C(=O)N2CCCC(Nc3ccc(C(C)C)cc3)C2)c1C (configuration not stated)
  6	-6	2%	-6	5%	12%	6	2.7%	7
- Fc1ccc(-c2csc3ncnc(N4CCc5ccccc5C4)c23)cc1
  5	7	-7%	-23	-5%	2%	19	0.0%	-5
- C/C(=N\NC(=O)c1c(-c2ccccc2Cl)noc1C)c1cccc(NC(=O)C(C)C)c1
  2	-7	0%	3	-5%	1%	-5	2.5%	9
- CCn1cc2nc(SCc3ccc(F)cc3)n(CCc3ccccc3)c(=O)c2n1
  9	1	2%	·	-1%	5%	27	0.1%	3
- O=C(/C=C/c1ccccc1Cl)OCC(=O)c1ccc[nH]1
  3	-2	3%	5	4%	-6%	-21	-0.1%	-2
- CCOCCCn1cc(C(=O)c2cc(Br)ccc2O)cc(C#N)c1=O
  21	-10	?	-22	-4%	-8%	-36*	2.0%	24
- COc1cc2c(cc1OC)CC(C(=O)NCc1ccccc1)NC2 (configuration not stated)
  2	3	-4%	13	1%	7%	2	5.4%	·
- CC(O)CN(Cc1cccc(Cl)c1)CC(C)O (configuration not stated)
  0	6	0%	-4	-5%	-3%	-13	-1.3%	-4
